MITF act: MITF TRPM1 promoter activation in melanoma cells; SK-MEL-5 TRPM1-promoter luciferase, 24 h; % of positive control, neutral wells = 0; activation, % at 12.5 µM; hit rate 0.75% among 300,000;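 active = mean activation of at least 80% with every replicate also reaching 80%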;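 also: 0% = neutral control wells and 100% = parthenolide positive control wells; values of inactives mirror those of a sister screen read the other way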
Mot1-301 SUMO: blocks SUMOylation pathway, rescuing yeast Mot1-301 growth; S. cerevisiae Mot1-301 growth rescue, ATP luminescence, 38.5C; percent above DMSO median, 100 means doubled; growth rescue, % at 18.8 µM; hit rate 1% among 320,000; AID 2716;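 active = every valid replicate shows activation above 250% relative to neutral control wells; inactive = the rest, any valid replicate at or below 250%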;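 also: OY570 slx delta 5 strain wells were the positive control but not used for scaling; some compounds called inactive have numbers as strong as hits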
SR-BI DiI inh: mouse SR-BI HDL lipid transfer inhibition. inhibition, % at 12.5 µM. Q61009. hit rate 0.96% among 320,000. ldlA[mSR-BI] CHO cells, DiI-HDL uptake fluorescence, 3 h;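 active = mean replicate inhibition of at least 70% and a set share of replicates each scoring 70 or more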;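 also: 0% = median of neutral control wells and 100% = median of positive control wells; values of inactives mirror those of a sister screen read the other way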
Target sequence (Q61009 whole entry, looked up): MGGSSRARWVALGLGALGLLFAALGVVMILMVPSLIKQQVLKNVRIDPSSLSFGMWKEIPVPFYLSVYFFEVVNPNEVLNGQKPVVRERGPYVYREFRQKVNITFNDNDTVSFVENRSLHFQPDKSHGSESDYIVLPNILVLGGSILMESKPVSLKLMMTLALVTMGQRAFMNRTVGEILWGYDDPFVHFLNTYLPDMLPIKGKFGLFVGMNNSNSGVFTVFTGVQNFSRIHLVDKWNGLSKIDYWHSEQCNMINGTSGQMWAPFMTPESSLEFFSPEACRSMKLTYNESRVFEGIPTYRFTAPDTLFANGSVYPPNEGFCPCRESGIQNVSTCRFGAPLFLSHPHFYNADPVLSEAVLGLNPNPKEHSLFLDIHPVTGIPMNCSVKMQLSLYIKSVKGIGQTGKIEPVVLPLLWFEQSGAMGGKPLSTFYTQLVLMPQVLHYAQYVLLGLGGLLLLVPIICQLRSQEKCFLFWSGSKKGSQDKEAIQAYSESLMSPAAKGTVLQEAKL
NSD2 HMT inh: NSD2 (human) methyltransferase inhibition; NSD2 peptide methylation, AlphaScreen, 120 min; O96028; AID 743445; hit rate 0.54% among 310,000; inhibition, % at 12.5 µM; in the data active = inhibition above about 50%
SR-BI DiI-HDL act: enhances SR-BI lipid uptake from DiI-HDL; hit rate 0.096% among 320,000; CHO ldlA[mSR-BI] cells, DiI-HDL uptake fluorescence, 3 h; 100 = double the neutral-control signal; activation, % at 12.5 µM;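 active = mean replicate activation of at least 60% and every replicate at or above 60%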;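 also: 0% = median plate neutral-control signal and 100% = twice that signal; values of inactives mirror those of a sister screen read the other way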
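Test system: SR-BI-overexpressing, LDLR-lacking CHO cells; Also added: labelled HDL, 10 µg/mL; Measured by: bottom-read cell fluorescence after medium removal, ex 550/em 595 nm; Timing: 3 h uptake period with compound, 37 °C; Buffer or medium: F12, 0.5% BSA, 25 mM HEPES; Doses: single compound concentration, delivered by pin transfer.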
dFosB activator: enhances mouse delta FosB homodimer DNA binding; P13346; purified delta FosB, TAMRA-CDK5 oligo fluorescence polarization; percent of positive-control signal above neutral wells; hit rate 0.99% among 340,000; activation, % at 25 µM;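 active = mean activation above about 17%, with every replicate also reaching it, limit read from the data, passing the limit was not always enough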;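 also: fluorescence polarization rise as delta FosB binds a TAMRA Cdk5 AP-1 oligo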
Arr AP2 block: human beta-arrestin and AP2 interaction inhibition | FITC-arrestin peptide / GST-AP2 beads, flow cytometry; AP2 beta2 appendage carries R879A mutation | inhibition, % at 10 µM | hit rate 0.31% among 340,000;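 active = inhibition above a set limit, near 3 SD of compounds lacking own fluorescence, cut at about 54% in these data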;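 also: plate controls were DMSO wells for no effect and 5 µM unlabelled arrestin peptide for full effect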
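System: GST-AP2 R879A glutathione beads | Also added: FITC-arrestin peptide, 50 nM | Times: 12 min plus 1 h, RT | Signal: Bead flow cytometry, FITC channel | Buffer or medium: PBS with 0.05% Tween 20 and 0.1% BSA | Read-out basis: Percent drop in bead-associated FITC signal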
CDK5 p35 inh: CDK5/p35 (human) kinase inhibition. hit rate 0.01% among 330,000. Q00535+Q15078. Recombinant CDK5/p35, ADP-Glo luminescence, 60 min. inhibition, % at 10 µM. AID 488839;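 active = highest replicate inhibition of at least 50% and at least 75% of replicates reaching 50%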;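 also: plate controls were DMSO neutral control for no effect and GW8510 at 10 µM for full effect; many of its hits are not listed in these tables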
PKA-R2B act: activates the human PKA-R2B holoenzyme complex; P22694+P31323; AID 504700; activation, % at 11.4 µM; PKA-R2B holoenzyme dissociation, Cy5-IP20 fluorescence polarization; R2B truncated from residue 108, S112A mutant; 0% DMSO only, 100% 113 µM cGMP; hit rate 0.079% among 340,000;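 active = activation above a cutoff set at the mean over all compounds plus 3 SD, cut at about 18% in these data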;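 also: higher means more holoenzyme dissociation and a rise in polarization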
Target sequence (P31323 whole entry, looked up, other chains not shown, the tested form may be a part): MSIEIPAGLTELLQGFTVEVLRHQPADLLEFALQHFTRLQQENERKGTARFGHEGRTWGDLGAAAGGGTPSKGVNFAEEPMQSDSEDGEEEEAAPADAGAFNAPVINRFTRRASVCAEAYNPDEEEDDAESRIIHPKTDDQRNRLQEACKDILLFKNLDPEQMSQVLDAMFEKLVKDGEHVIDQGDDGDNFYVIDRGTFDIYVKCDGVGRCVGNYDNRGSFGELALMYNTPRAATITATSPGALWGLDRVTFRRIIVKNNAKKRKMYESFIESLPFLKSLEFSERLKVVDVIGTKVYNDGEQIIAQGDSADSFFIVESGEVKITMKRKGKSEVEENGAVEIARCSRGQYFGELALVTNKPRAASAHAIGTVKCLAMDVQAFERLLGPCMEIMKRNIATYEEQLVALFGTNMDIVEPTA
Pemphigus Ab inh: blocks pemphigus antibody binding to human desmoglein-3; hit rate 0.48% among 310,000; DSG3-coupled beads, scFv-anti-DSG3-GFP binding, flow cytometry; hits give low values; binding (percent of control), % at 10 µM; P32926;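 active = binding more than 3 SD below its plate's average and above zero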;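 also: hits lower antibody fragment binding to DSG3; some compounds called inactive have numbers as strong as hits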
PKA-R1A act: activators of PKA-R1A complex; P00514+P68181; PKA-R1A dissociation, Cy5-IP20 fluorescence polarization; scaled: DMSO 0%, 113 µM cGMP 100%; activation, % at 11.4 µM; hit rate 0.083% among 340,000; AID 504707;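 active = percent activation above the mean of all tested compounds plus 3 SD, cut at about 19% in these data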;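 also: higher means more PKAc released from R1A so a rise in polarization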
The depositor's hits bear a star; . = not tested or not shown.

SMILES	MITF act	Mot1-301 SUMO	SR-BI DiI inh	NSD2 HMT inh	SR-BI DiI-HDL act	dFosB activator	Arr AP2 block	CDK5 p35 inh	PKA-R2B act	Pemphigus Ab inh	PKA-R1A act
O=C(Nc1ccc(F)cc1)NC1CCN(Cc2c(F)cccc2Cl)CC1	7	79	24	-2	-24	-12	-4	-0.5	16	.	4
O=C(CSc1nc2[nH]ncc2c(=O)n1-c1ccccc1)NCc1cccs1	2	-13	-24	-2	24	1	10	0.8	-3	97	-4
COc1cccc(/C=N/NC(=O)CCc2ccccc2)c1	12	64	11	2	-11	-7	-1	4.1	-5	99	23*
CCOc1cc(N2CCOCC2)c(OCC)cc1NC(=O)C1CC(=O)N(c2ccc(C)cc2)C1 (configuration not stated)	-7	144	-10	8	10	-8	-4	-1.6	-3	84	8
c1cn2c(Nc3ccc4c(c3)OCCO4)c(-c3ccc(N4CCOCC4)cc3)nc2cn1	30	2	-4	-1	4	-10	14	-0.3	-12	106	4
Cc1ccc(-n2nnnc2SCC(=O)Nc2ccccc2-c2ccccc2)cc1C	-8	7	-14	-2	14	-8	-7	-1.6	-7	90	-8
O=C(NCC(c1cccs1)N1CCOCC1)c1cccnc1 (configuration not stated)	0	17	-2	0	2	-1	23	-0.1	-4	111	-3
CCc1cc(C(=O)N2CCN(c3ncc(C(F)(F)F)cc3Cl)CC2)sc1C	0	-9	.	4	.	-5	-2	0.0	-7	92	10
O=C(O)C1CCCN1c1nc(C(F)(F)F)nc2ccccc12 (configuration not stated)	0	-12	-12	5	12	1	-2	0.0	-5	95	13
CNC(=S)N/N=C/c1ccc(-c2cccc(C(=O)O)c2)o1	-1	-22	.	3	.	1	-7	-0.3	-2	86	-4
CC(CCc1ccccc1)NC(=O)COC(=O)c1ccc(F)cc1 (configuration not stated)	1	12	-12	5	12	-2	-1	-1.2	0	96	8
CCOc1ncccc1C(=O)Nc1ccc(C)c(S(=O)(=O)N2CCCCCC2)c1	-13	-10	49	-1	-49	-10	0	-1.7	4	.	-2
O=c1cc(CN2CCOCC2)c2ccc(O)c(O)c2o1	19	-10	-2	3	2	-3	0	-0.4	7	108	5
Cc1ccccc1-n1nc2c(c1NC(=O)CC(C)C)CS(=O)C2 (configuration not stated)	7	244	-3	-1	3	-7	-13	2.8	1	100	1
Cc1nc(C)c(C(=O)Nc2ccccc2)s1	.	12	-9	0	9	0	5	-2.7	-13	113	2
CCOC(=O)c1c(C)[nH]c(C(=O)COC(=O)c2ccc(O)cc2)c1C	21	.	43	-2	-43	-2	0	-2.3	4	123	1
COc1ccc(NC(=O)CN(C)C(=O)c2n[nH]c3ccccc23)cc1	45	-19	10	-2	-10	-4	12	-0.2	-2	105	5
O=C(Nc1ccccc1C(=O)N1CCOCC1)c1cccnc1	2	0	-12	-1	12	-1	-9	-3.9	-9	120	-6
O=C(O)CN1C(=O)COc2ccc(S(=O)(=O)N3CCCCCC3)cc21	-3	-1	17	2	-17	-6	11	0.5	2	.	-7
C[C@@H]1NC(=O)[C@@]2(C)[C@@H](c3ccccc3)[C@H]3COc4ccccc4[C@@H]3N2C1=O	0	-10	4	.	0	-5	2	-0.6	6	107	-11
Cc1cc(C)n(C(=O)c2ccc(C)c(S(=O)(=O)N3CCOCC3)c2)n1	2	-5	17	-2	-17	0	2	1.5	1	109	-10
CCCC(=O)Nc1ccc(C(=O)NNC(=O)c2cccs2)cc1	0	-18	-19	0	19	8	-8	-0.6	-14	101	4
Cc1sc(N)nc1-c1ccc(Oc2ccccc2)cc1	41	40	3	9	-3	-10	24	0.9	-5	104	4
O=c1oc2ccccc2c(NCc2cccc(F)c2)c1[N+](=O)[O-]	1	-4	-4	-5	4	1	23	0.3	4	96	-5
Cc1sc2ncnc(N3CCC(C(=O)Nc4cc(Cl)ccc4Cl)CC3)c2c1C	6	-18	5	-3	-5	4	-19	2.7	-1	97	2
SMILES	MITF act	Mot1-301 SUMO	SR-BI DiI inh	NSD2 HMT inh	SR-BI DiI-HDL act	dFosB activator	Arr AP2 block	CDK5 p35 inh	PKA-R2B act	Pemphigus Ab inh	PKA-R1A act
Cc1noc(C)c1S(=O)(=O)N(CC(=O)Nc1ccc2c(c1)OCCO2)c1ccc(C(C)C)cc1	-16	-25	-12	.	12	-11	13	0.6	-4	103	-6
CCOc1ccc(NC(=O)CCNS(=O)(=O)c2ccc3c(c2)CC(C)N3C(C)=O)cc1 (configuration not stated)	7	-9	6	18	-6	-7	2	0.6	3	103	-7
CN(Cc1nc2ccc(Cl)cc2[nH]1)Cc1nc(-c2cnccn2)no1	-12	6	-38	-6	38	-1	2	0.1	6	110	0
CCN(CCn1cccn1)C(=O)CCc1nnc(-c2ccc3c(c2)OCO3)o1	5	-5	2	-1	-2	-4	9	0.8	-5	87	-1
Cc1ccccc1NC(=O)N(CCc1nc2ccccc2[nH]1)Cc1ccccc1	-13	4	96*	-1	-96	-3	-2	-3.6	-1	127	1
CCOC(=O)N1CCN(C(=O)c2ccc3c(=O)n(Cc4ccc(OC)cc4)c(=S)[nH]c3c2)CC1	.	-7	14	0	-14	-3	6	-1.9	-13	87	1
Cc1cc2cccc(C)c2nc1SCC(=O)N(C)c1nc(-c2ccccc2)cs1	-3	-1	-11	-2	11	1	-3	-1.9	-7	101	-4
COC(=O)C1NN=C(C(=O)c2ccccc2)C1c1ccccc1 (configuration not stated)	4	1	-9	0	9	0	35	-0.8	-6	98	-8
O=C(CCSc1nccn1Cc1ccccc1)N1CCOCC1	15	2	-27	0	27	-4	-5	-1.0	2	99	-6
Cc1ccc(C)c(-c2nnc(NC(=O)Cc3ccccc3)o2)c1	2	-8	3	0	-3	-10	-5	-0.9	-3	106	-10
COc1cccc(C(=O)CN2CCN(S(=O)(=O)c3cccc([N+](=O)[O-])c3)CC2)c1	6	-25	-10	-3	10	2	23	0.9	-15	97	5
CCC(CO)NCc1ccc(OCC(=O)Nc2cccc(C(F)(F)F)c2)c(OC)c1 (configuration not stated)	-6	-20	3	6	-3	-34	2	0.9	-14	98	2
CCC1(c2ccccc2)NC(=O)N(CC(=O)N2CCN(S(=O)(=O)c3ccccc3)CC2)C1=O (configuration not stated)	4	-3	11	35	-11	-5	18	-0.3	-5	88	0
NS(=O)(=O)c1ccc(NC(=O)Nc2ccc3c(c2)OCO3)cc1	69	-33	6	2	-6	-3	17	-1.3	-1	105	-3
O=C(Nc1c(C(=O)NCc2ccco2)cnn1-c1ccccc1)c1ccc(F)cc1	-14	-17	-26	7	26	4	3	1.0	-15	100	-10
Cc1cc(C)c(S(=O)(=O)NCc2ccncc2)c(C)c1	-29	-2	-10	-4	10	1	-8	0.9	15	99	0
CCOc1ccc(C(=O)Nc2ccc3[nH]ncc3c2)cc1	55	319	15	0	-15	-3	-15	1.2	4	108	0
CCC/C(=C1/C(=O)CC(C)(C)C(C(=O)OC)C1=O)N1CCCC1 (configuration not stated)	-3	169	-18	-1	18	7	7	-0.3	-4	111	6
CCOC(=O)N1CCC(NC(=S)Nc2ccc3nc(N4CCN(C)CC4)cc(C)c3c2)CC1	-8	8	-112	.	112*	-6	-9	0.5	-4	92	-11
Cc1cc(C)nc(N2CCC(C(=O)O)CC2)n1	.	-30	-27	1	27	2	0	-1.8	-4	82	-2
COc1cccc(CNC(=O)Cn2cccc2)c1	0	-6	-13	2	13	1	37	3.4	-4	103	13
NC1=NC(=O)C(Cc2ccc(OC(F)(F)F)cc2)S1 (configuration not stated)	-3	-21	-6	0	6	-2	-21	-1.1	-3	95	1
CC(C)N(Cc1cc2ccccc2[nH]c1=O)C(=O)c1cccnc1	2	8	-28	-2	28	5	-1	-0.5	-1	98	-3
CCOC(=O)c1c(NC(=O)CSc2nnc(-c3ccco3)o2)sc(C)c1C	.	-19	2	4	-2	-9	7	3.2	-10	101	1
COc1ccc(N(CC(=O)Nc2cc(C(=O)O)ccc2C)S(=O)(=O)c2c(C)noc2C)cc1	-4	-8	-13	0	13	-2	29	-1.5	0	105	9
SMILES	MITF act	Mot1-301 SUMO	SR-BI DiI inh	NSD2 HMT inh	SR-BI DiI-HDL act	dFosB activator	Arr AP2 block	CDK5 p35 inh	PKA-R2B act	Pemphigus Ab inh	PKA-R1A act
NC(=S)NNc1cccc(Cl)c1	11	24	-14	7	14	-5	12	2.7	3	102	-3
O=C(CNc1ccccc1Cl)Nc1cc(S(=O)(=O)N2CCOCC2)ccc1Cl	0	-8	28	-2	-28	1	13	-2.5	1	102	0
NC(=O)CCC(NS(=O)(=O)c1ccc(Cl)cc1)C(=O)NCc1ccc(Cl)cc1 (configuration not stated)	10	-6	-25	-3	25	-5	7	1.6	-5	98	8
COc1ccc(-c2nnn(CC(=O)N(CCCO)C(C(=O)NC3CCCC3)c3ccc(F)cc3)n2)cc1 (configuration not stated)	7	12	-2	-3	2	-13	-6	-4.1	3	104	1
Cc1ccc(-c2nn3c(C)nnc3s2)cc1NC(=O)C(C)C	-7	-5	4	.	-4	-9	23	-0.8	1	82*	14
O=C(NCc1ccccn1)C1(C(F)(F)F)C/C(=C\CCO)CCCO1 (configuration not stated)	13	10	-8	.	8	1	19	-0.7	-1	98	-4
Cc1cc(NC(=O)CS(=O)CC(=O)Nc2c(C)cccc2C)ccc1-n1cnnn1 (configuration not stated)	-2	4	-9	2	9	-2	0	0.7	-6	114	4
Cc1ccc(N=C2NC(=O)C(CC(=O)NCc3ccccc3)S2)cc1C (configuration not stated)	-7	27	-6	1	6	-8	-1	1.2	7	104	-1
COc1cc([C@H]2c3c(cc(OC)c(O)c3OC)C[C@@H](CO)[C@@H]2CO[C@@H]2O[C@H](CO)[C@@H](O)[C@H](O)[C@H]2O)cc(OC)c1O	7	296	3	.	-3	-4	-2	-0.7	-7	96	1

Shown as a hit in SR-BI DiI-HDL act, of those listed so far:
SMILES	MITF act	Mot1-301 SUMO	SR-BI DiI inh	NSD2 HMT inh	SR-BI DiI-HDL act	dFosB activator	Arr AP2 block	CDK5 p35 inh	PKA-R2B act	Pemphigus Ab inh	PKA-R1A act
CCOC(=O)N1CCC(NC(=S)Nc2ccc3nc(N4CCN(C)CC4)cc(C)c3c2)CC1	-8	8	-112	.	112*	-6	-9	0.5	-4	92	-11
